# Assay outcomes from PubChem.
# TAAR1 agonist – human TAAR1 agonism | Q96RJ0 | CHO RD-HGA16 TAAR1, Fluo-8 calcium fluorescence; vehicle wells 0%, saturating PEA agonist 100% | activation, % at 3 µM | 0.99% of 360,000 active | AID 624467;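 active = activation above the mean activation of all test compounds in the run plus 3 SD, cut at about 38% in these data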
# Target sequence (Q96RJ0 whole entry, looked up): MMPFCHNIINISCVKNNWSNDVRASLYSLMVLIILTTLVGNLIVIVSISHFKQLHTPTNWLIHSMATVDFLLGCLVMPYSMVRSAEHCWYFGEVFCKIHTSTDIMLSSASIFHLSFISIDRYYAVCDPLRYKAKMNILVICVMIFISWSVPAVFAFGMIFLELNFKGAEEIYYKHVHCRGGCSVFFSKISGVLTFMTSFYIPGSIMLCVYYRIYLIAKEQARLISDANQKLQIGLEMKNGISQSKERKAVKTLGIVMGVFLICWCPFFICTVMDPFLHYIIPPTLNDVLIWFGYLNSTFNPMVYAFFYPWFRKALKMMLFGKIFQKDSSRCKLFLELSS
#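 Test system: RD-HGA16 (CHO) cells co-expressing Gα16 and hTAAR1 / Benchmarks: DMSO vehicle as 0%, PEA at EC100 as 100% / Repeats: no replicates (n 1) / Measure: % activation from peak over basal fluorescence ratio, DMSO-to-PEA scaled / Timing: 17-24 h plating, Fluo-8 75 min 37 °C, 30 min RT / Technique: kinetic Fluo-8 calcium fluorescence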
# CHO-K1 Ca PAM – nonselective activator or artifact in parental CHO-K1 calcium assay; 0.02% of 360,000 active; activation, % at 3 µM; ATP EC20, Fluo-8 calcium fluorescence; 0% at ATP EC20, 100% at ATP max;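 active = activation above the run cutoff, the mean activation of all test compounds plus 3 SD, cut at about 40% in these data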;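 also: peak over basal fluorescence ratio in a 140 s read after ATP addition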
# CHO parental Ca – counter-screen: ATP calcium response change in parental CHO cells. parental CHO-K1, ATP-induced calcium, Fluo-8 fluorescence. 0.63% of 330,000 active. inhibition, % at 5.6 µM;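 active = inhibition above that plate's mean sample inhibition plus 3 SD, cut at about 26% in these data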;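 also: 0% = ATP-challenged DMSO wells and 100% = DMSO wells without ATP; some compounds past the cut are filed as inactive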
#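 Material: Parental CHO cells | Reagent: ATP | Compound dosing: Single nominal dose of 5.6 µM per compound | Detection: Intracellular calcium via Fluo-8 no-wash fluorescent dye | Read-out: % inhibition of ATP-induced calcium mobilization | Benchmarks: Low control ATP plus DMSO, high control DMSO only | Replicates: Singlicate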
# M1 ag – human M1 muscarinic receptor agonism. AID 588814. P11229. activation, % at 3 µM. 0.33% of 360,000 active. CHO-K1 hM1, Fluo-8 calcium fluorescence, agonist mode; 0% DMSO, 100% acetylcholine EC100;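 active = activation above the run's mean compound activation plus 3 SD, cut at about 16% in these data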;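 also: peak over basal fluorescence ratio within a 140 s kinetic read after compound addition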
# Target sequence (P11229 whole entry, looked up): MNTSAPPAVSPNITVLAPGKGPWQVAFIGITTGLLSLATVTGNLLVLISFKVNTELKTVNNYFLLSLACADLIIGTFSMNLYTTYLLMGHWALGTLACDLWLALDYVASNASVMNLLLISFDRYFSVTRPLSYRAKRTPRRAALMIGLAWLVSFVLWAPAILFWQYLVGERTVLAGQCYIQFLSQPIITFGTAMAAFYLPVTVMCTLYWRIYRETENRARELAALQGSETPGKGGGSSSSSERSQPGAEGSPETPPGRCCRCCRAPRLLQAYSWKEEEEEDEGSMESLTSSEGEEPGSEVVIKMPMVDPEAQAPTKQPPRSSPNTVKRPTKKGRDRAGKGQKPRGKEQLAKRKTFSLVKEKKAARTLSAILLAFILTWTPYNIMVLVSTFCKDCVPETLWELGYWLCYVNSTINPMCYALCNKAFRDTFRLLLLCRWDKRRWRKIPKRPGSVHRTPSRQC
# CHO-K1 Ca antag – nonselective inhibitor or artifact in parental CHO-K1 cells | ATP-induced calcium, Fluo-8 fluorescence | inhibition, % at 3 µM | 0.6% of 360,000 active | AID 602250;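 active = inhibition above a per-plate cutoff, the plate's mean sample inhibition plus 3 SD, cut at about 24% in these data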;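 also: 0% = DMSO plus EC80 ATP and 100% = DMSO alone without ATP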
# M1 antag – human CHRM1 antagonism; AID 588852; CHO-K1 hM1, Fluo-8 calcium fluorescence, ACh EC80 antagonist; P11229; 1.3% of 360,000 active; inhibition, % at 3 µM;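 active = percent inhibition above its own plate's cutoff, namely the mean of that plate's compound wells plus 3 SD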;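 also: peak over basal fluorescence ratio during 140 s after agonist addition; 0% = ACh EC80 plus DMSO and 100% = DMSO alone without agonist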
# M1 PAM – potentiates human M1 receptor response to acetylcholine; 0.088% of 360,000 active; activation, % at 3 µM; CHO-K1 hM1, Fluo-8 calcium fluorescence, ACh EC20; 0% = ACh EC20, 100% = maximal ACh; P11229; in the data active = activation above about 19%, passing the limit was not always enough
# TAAR1 antagonist – antagonists of human TAAR1; CHO RD-HGA16 TAAR1, Fluo-8 calcium fluorescence, antagonist; inhibition, % at 3 µM; 1.5% of 360,000 active; AID 624466;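 active = inhibition above a per-plate cutoff, the mean inhibition of test compounds on that plate plus 3 SD, cut at about 49% in these data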;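 also: 0% = DMSO plus EC80 beta-PEA response and 100% = DMSO alone without agonist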
#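 System: CHO RD-HGA16 cells bearing hTAAR1. Reagent: EC80 β-phenethylamine stimulus. Schedule: seeding 17-24 h prior, 75-min 37 °C, 30-min RT dye loading. Signal: Fluo-8 intracellular calcium dye fluorescence, real-time kinetic reads. Read-out: % inhibition from peak post-agonist over basal fluorescence ratio. Benchmarks: vehicle wells and EC80 agonist wells. Replicates: n of 1.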
# CHO-K1 Ca ag – M1 agonist counterscreen hit in parental CHO-K1 cells; Fluo-8 calcium fluorescence; scaled to maximal ATP response, vehicle zero; activation, % at 3 µM; 0.48% of 360,000 active; AID 602248; in the data active = activation above about 15%;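 also: untransfected CHO-K1 host cells lacking M1 receptor as counterscreen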
# Starred values were filed as active, the others as inactive; x = no result given.
molecule	TAAR1 agonist	CHO-K1 Ca ag	CHO parental Ca	M1 PAM	M1 antag	TAAR1 antagonist	CHO-K1 Ca PAM	CHO-K1 Ca antag	M1 ag
COc1ccc(-n2c(C)cc(C(=O)CN3C(=O)NC4(CCCc5sccc54)C3=O)c2C)cc1 (stereo unspecified)	1.9	1.8	-15.8	-2.0	-3.5	4.2	-10.8	1.4	-7.0
O=C(CCCn1nnnc1CN1CCOCC1)N1CCN(c2ccccc2F)CC1	0.8	1.0	7.4	2.1	-7.8	4.4	9.0	-5.5	-3.7
Cc1cc(NCCCN2CCOCC2)n2nc(C)c(-c3ccc(F)cc3)c2n1	7.8	0.1	17.2	-2.7	7.3	-2.3	13.8	-3.4	-5.8
O=C(CN1C(=O)C2CCCCN2C(=O)c2ccccc21)Nc1ccc(F)cc1 (stereo unspecified)	0.2	-0.4	-12.1	7.5	-9.8	17.4	19.4	-20.1	-1.7
CCc1nc2c(OCc3cccc(Cl)c3)cccn2c1N(C)C(=O)c1ccco1	-0.2	0.2	x	4.8	-13.2	14.8	-2.8	-4.1	-8.4
CCc1cccc(CC)c1NC(=O)C(CC)Sc1nc2ccncc2[nH]1 (stereo unspecified)	1.9	-1.1	-3.4	4.2	-0.2	-13.7	-7.5	19.1	-8.7
Fc1cccc(Cc2c(-c3ccco3)nc3ccc(Br)cn23)c1	-1.7	-0.1	x	4.9	-17.4	-18.7	22.4	-20.6	-0.8
O=C(/C=C/c1ccccc1)NNC(=O)c1cccs1	0.3	4.0	2.5	-4.8	17.9	0.1	0.2	-4.8	-3.5
OC(c1ccccc1)C1CN(Cc2ccccc2)CCC1(O)c1ccccc1 (stereo unspecified)	4.4	0.1	-30.6	1.8	-11.1	-8.1	-0.1	0.8	-1.9
OC(CNCc1ccccc1F)(c1ccc(F)cc1)c1ccc(F)cc1	0.5	3.1	-26.3	-9.8	-2.1	3.3	27.9	-6.0	-9.6
CC(=O)N1CCN(C(=O)c2ccc(S(=O)(=O)Nc3ccccc3C)cc2)CC1	-0.3	0.2	2.9	13.4	-15.9	-12.8	17.2	5.2	-7.8
O=C(Nc1ccccc1C(=O)O)c1cc(S(=O)(=O)Nc2ccccc2)ccc1Cl	-1.8	-0.8	9.8	5.8	-4.4	-35.6	-10.2	1.4	1.0
COc1ccc(C2=NOC(Cn3nc(C(=O)NCc4ccc(OC(F)(F)F)cc4)cc3-c3ccccc3)C2)cc1 (stereo unspecified)	2.3	-0.3	-9.7	-11.0	17.9	23.9	-14.5	6.8	-2.3
Cc1noc(C)c1C(=O)N1CCc2ccccc2C1	1.1	-0.1	-11.8	-0.1	-3.8	2.2	-3.8	0.6	-7.8
O=C(O)CSc1nnc(Cc2cccc3ccccc23)n1-c1cc(C(F)(F)F)cc(C(F)(F)F)c1	6.0	0.3	-2.4	-3.7	10.2	11.4	-21.6	15.5	-0.5
Cc1ccc(C2(c3noc(CN(C)Cc4ccccn4)n3)CCCC2)cc1	0.6	3.0	-7.9	-23.1	38.2*	-0.4	14.3	2.0	-6.7
CCn1c(=O)c2cc(C(=O)NCC(OC)OC)sc2c2ccccc21	2.0	2.9	-5.4	16.8	-3.5	13.1	-15.6	-2.8	3.7
Cc1ccc(S(=O)(=O)Oc2ccc(C(c3c(C)[nH][nH]c3=O)c3c(C)[nH][nH]c3=O)cc2)cc1	x	-0.1	4.6	8.8	0.0	x	8.8	2.8	2.2
CC(C)c1nnc(NC(=O)CCC(=O)NCc2ccc3c(c2)OCO3)s1	3.7	0.3	-21.9	8.0	-13.0	-2.1	12.4	-4.9	-3.6
COc1ccccc1NC(=O)c1csc2c1CCC(C)C2 (stereo unspecified)	11.2	-0.1	-14.4	-5.2	17.4	16.5	-15.7	-0.8	-1.9
CCCC1(C(=O)OCC)NC(c2ccc(O)cc2)C2C(=O)N(c3ccc4c(c3)OCCO4)C(=O)C21 (stereo unspecified)	3.0	0.6	1.9	-7.7	-2.1	0.8	1.8	-18.4	7.2
Cc1ccc(-c2cc(C(=O)N/N=C/c3ccco3)[nH]n2)cc1	13.7	0.3	-34.8	3.2	-12.4	2.5	8.7	1.1	-4.6
NC(=O)c1ccccc1OCC(=O)N1CCc2ccccc2C1	6.4	8.0	-15.7	3.5	-6.6	14.2	16.1	-18.6	-1.4
Cc1onc(-c2ccccc2)c1C(=O)NCc1ccc2c(c1)OCO2	5.8	1.4	-13.4	-2.7	-8.3	-7.1	13.9	-33.4	-3.9

# An excerpt from above, showing only M1 PAM, M1 antag and CHO-K1 Ca ag.
SMILES,M1 PAM,M1 antag,CHO-K1 Ca ag
CCCC1(C(=O)OCC)NC(c2ccc(O)cc2)C2C(=O)N(c3ccc4c(c3)OCCO4)C(=O)C21 (stereo unspecified),-7.7,-2.1,0.6
Cc1ccc(-c2cc(C(=O)N/N=C/c3ccco3)[nH]n2)cc1,3.2,-12.4,0.3
COc1ccccc1NC(=O)c1csc2c1CCC(C)C2 (stereo unspecified),-5.2,17.4,-0.1

# Further entries.
molecule	TAAR1 agonist	CHO-K1 Ca ag	CHO parental Ca	M1 PAM	M1 antag	TAAR1 antagonist	CHO-K1 Ca PAM	CHO-K1 Ca antag	M1 ag
O=C(NCc1ccco1)c1ccc(-c2ccc(F)c(F)c2)c2ccoc12	-0.1	0.7	x	-3.8	-4.1	7.8	17.8	-14.0	-1.3
CC(=O)N[C@@H](Cc1c[nH]c2ccccc12)C(=O)OCC(=O)NCc1ccc2c(c1)OCO2	-0.4	0.7	-11.9	3.2	1.2	-2.6	-7.0	0.5	-3.4
Nc1ccc(C(=O)Nc2ccc3nc(-c4ccncc4)[nH]c3c2)cc1	5.3	-1.0	6.8	8.9	-14.5	-4.0	6.7	-15.8	-2.7
Cc1ccc(C(=O)CSc2nc3ccc(C(=O)NCCN4CCCCC4)cc3c(=O)[nH]2)cc1	9.4	1.0	3.9	3.8	0.4	5.0	16.2	-11.5	-13.3
Cc1ccc(C)c(N(C)C(=O)c2coc(=O)c3ccccc23)c1	2.8	0.2	-14.0	8.7	-21.2	-1.8	12.1	0.3	-4.2
O=C(CN1CCN(S(=O)(=O)c2cc(Br)ccc2Br)CC1)NCc1ccccc1Cl	10.1	0.8	x	15.8	-5.3	24.0	-5.7	-13.8	4.2
C[C@H](O)[C@@H]1C(=O)N2CCc3c([nH]c4ccccc34)[C@@H]2C[C@@H]1N(C)C(=O)c1cc(Cl)cc(Cl)c1	6.2	1.2	x	1.2	-0.2	30.2	13.5	4.6	-4.5
CNC(=S)N1CCN(c2nc3ccccc3s2)CC1	2.1	2.2	3.3	10.4	-1.7	5.5	18.0	-18.9	-10.7
CC(C)n1nc(C(=O)Nc2nnc(C3CC3)s2)c2ccccc2c1=O	9.8	-0.3	-29.9	8.7	-2.5	9.7	-2.3	-8.7	-11.6
CCOC(CNC(=O)c1cc(C)nn1-c1ccccc1)OCC	9.1	2.9	-2.2	10.0	-7.6	0.6	17.9	-7.7	-6.1
CC(=O)Nc1cccc2cc(S(=O)(=O)O)ccc12	3.0	0.3	x	5.1	-5.1	-29.8	16.3	9.9	-5.2
CCc1ccc(OCC(=O)NC(=S)Nc2ccc(F)cc2)c(Br)c1	10.9	0.1	-2.9	3.0	-3.5	2.1	28.5	-27.1	-4.9
CNC(=O)c1cc(Nc2nnc(-c3ccc(O)cc3)c3ccccc23)ccc1OC	2.0	0.0	-9.6	-4.0	13.4	26.4	14.4	-15.4	-7.3
CN(C(=O)COc1cc(=O)n(C)c2ccccc12)c1cccc(Cl)c1	-0.8	0.6	-5.2	-0.7	-2.5	-17.1	10.8	1.4	-3.5
COc1ccc2oc(C(=O)N3CCN(c4ncccn4)CC3)c(C)c2c1	1.4	2.3	-19.9	3.3	-1.2	-6.0	-9.2	-3.1	-0.7
CCn1cc(C(=O)NCCC2=CCCCC2)c(=O)c2cc(S(=O)(=O)N(C)C)ccc21	1.1	0.5	-16.2	2.3	-1.8	16.1	6.8	8.1	-4.9
Cc1ccc(NS(=O)(=O)c2ccc(C(=O)N3CCCN(C)CC3)cc2)cc1	4.2	0.1	-7.1	8.7	-7.8	2.7	-9.6	7.1	-1.3
CCc1ccc(S(=O)(=O)NCCc2csc(-c3cccnc3)n2)s1	3.4	6.3	-5.0	-4.7	0.3	5.2	18.1	-7.1	-0.8
COc1ccc(CCNC(=O)c2cc3c(F)cccc3s2)cc1OC	21.1	5.6	-13.6	-3.8	8.2	24.5	-3.7	-4.3	0.8
Cc1ccc(S(=O)(=O)N(CC(=O)Nc2cccnc2)c2ccc(Br)cc2)cc1	5.7	1.1	-24.0	9.1	-15.9	-6.1	-3.5	-1.8	-0.7
C#CCOCCOCCOCCNc1nc(N2CCN(C(=O)C([C@@H](C)O)n3cc([C@@H](N)CCCCN)nn3)CC2)nc(N2CCN(C(=O)[C@H](CCC(=O)O)n3cc([C@@H](N)[C@H](C)CC)nn3)CC2)n1 (stereo partly specified)	0.7	0.1	-6.7	6.7	-11.8	-6.0	16.6	-11.7	-1.9
COc1ccc(CCNC(=O)CC(Cc2ccccc2)C(=O)O)cc1OC (stereo unspecified)	3.1	1.0	-7.1	13.8	-12.3	-14.4	6.1	-9.1	-1.8
COc1ccc(-c2cc(C(=O)N3CCCc4ccccc43)no2)cc1	16.8	5.2	-12.6	-5.8	-8.5	29.7	-1.4	-19.1	-5.9
O=C1NC2C3CC(c4ccccc43)C12 (stereo unspecified)	0.9	0.6	x	4.8	-9.0	-0.1	18.9	2.3	1.7
O=C(NC1CCCC1)C1CCC(=O)N1CCc1ccccc1 (stereo unspecified)	4.9	-0.1	0.8	10.5	-6.5	0.1	-15.3	13.9	-0.8
CC(C)Nc1cc(N2CCCC2)ccc1[N+](=O)[O-]	5.9	-1.2	-23.0	-2.3	6.1	-11.1	-4.0	-10.2	-11.9
CCOC(=O)C1=C(CSc2nc(C)ccc2C#N)OC(N)=C(C#N)C1c1cccc(OC)c1OC (stereo unspecified)	13.6	1.2	-11.3	2.0	-3.7	12.4	-2.3	-7.3	-2.1
CC(Oc1ccccc1)c1ccnc2nc(/N=C/N(C)C)nn12 (stereo unspecified)	10.3	-0.2	-17.0	-3.0	5.5	7.5	-10.0	-12.8	-10.4
COC(=O)c1c(C(=O)OC)c(-c2cccc(Cl)c2)n2c1CS(=O)(=O)C2	1.6	1.3	-8.9	4.7	-10.2	-15.8	9.3	-16.7	-1.3
COc1cc(/C=N/N2C(=O)CSC2=S)cc(Br)c1O	62.3*	48.4*	x	-12.5	37.7*	32.4	-3.4	19.3	55.4*

# Outcome played no part in choosing rows. About 4.4% of those tested had a hit in this group.
